Bioassay records: PubChem, several laboratories
C8 TRAIL sens: sensitizes caspase-8 expressing cells to TRAIL; NB7+C8 cells + TRAIL, ATPlite viability luminescence; inhibition (viability loss, TRAIL sensitization), % at 10 µM; hit rate 1% among 360,000; AID 624354;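 active = compounds causing at least 50% loss of cell viability in the single-dose screen, relative to plate controls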
SRC3 inh: human NCOA3 inhibition. inhibition, % at 3.6 µM. hit rate 0.17% among 360,000. HEK293 GAL4-SRC3 luciferase reporter, luminescence. AID 588352;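 active = inhibition above a per-campaign cutoff, the mean of all compounds plus 3 SD, cut at about 60% in these data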;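 note: 0% = DMSO-treated cells and 100% = gossypol-treated cells at 36 µM; higher means less SRC3-driven luciferase light from the GAL4 reporter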
TWEAK Fn14 block: inhibitors of TWEAK-Fn14 interaction signaling | TWEAK-stimulated Fn14 reporter cells, luciferase luminescence, 8 h | inhibition, % at 10 µM | hit rate 2% among 360,000 | AID 1159606; in the data active = inhibition above about 50%
EBV LMP1 NFkB: Epstein-Barr LMP1 NF-kappaB reporter inhibition | LMP1-induced NF-kappaB luciferase reporter cells, luminescence | inhibition, % at 12.5 µM | hit rate 0.69% among 350,000 | AID 504558; in the data active = inhibition above about 41%;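 note: 0% = neutral control wells and 100% = reference inhibitor control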
KKLEB cytotox: CF airway cell cytotoxicity counter-screen; hit rate 0.36% among 360,000; KKLEB CF airway cells viability, ATPlite luminescence, overnight; active compounds read low; cells stimulated with P. aeruginosa culture filtrate; activity change (cytotoxicity), % at 5 µM;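 active = corrected activity change at or below -50% at 5 µM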
SRC2 inh: human SRC2 (NCOA2) inhibition; Q15596; HEK293 GAL4-SRC2 luciferase reporter, luminescence; inhibition, % at 9 µM; hit rate 0.17% among 370,000; AID 651957;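 active = inhibition above the mean inhibition of all tested compounds plus 3 SD, set per campaign, cut at about 52% in these data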;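 note: 0% = DMSO treated cells and 100% = cells given Gossypol at 36 µM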
NCOA1 inh: human NCOA1 inhibition. HEK293 GAL4-SRC1 luciferase reporter, luminescence. inhibition, % at 3.6 µM. hit rate 0.12% among 360,000. AID 588354;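 active = inhibition above the campaign mean plus 3 SD, with each screening campaign given its own cutoff, cut at about 60% in these data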;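 note: 0% = DMSO treated cells and 100% = gossypol at 36 µM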
NR5A2 inv ag: suppresses constitutive activity of human LRH-1 | HEK293T StAR-luciferase reporter, LRH-1 transfected, 24 h | inhibition, % at 3.6 µM | hit rate 0.13% among 360,000 | AID 602396;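 active = inhibition above the mean inhibition of all tested compounds plus 3 SD, cut at about 73% in these data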;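 note: 0% = DMSO wells and 100% = reporter-only cells lacking LRH-1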
Target sequence (O00482 whole entry, looked up): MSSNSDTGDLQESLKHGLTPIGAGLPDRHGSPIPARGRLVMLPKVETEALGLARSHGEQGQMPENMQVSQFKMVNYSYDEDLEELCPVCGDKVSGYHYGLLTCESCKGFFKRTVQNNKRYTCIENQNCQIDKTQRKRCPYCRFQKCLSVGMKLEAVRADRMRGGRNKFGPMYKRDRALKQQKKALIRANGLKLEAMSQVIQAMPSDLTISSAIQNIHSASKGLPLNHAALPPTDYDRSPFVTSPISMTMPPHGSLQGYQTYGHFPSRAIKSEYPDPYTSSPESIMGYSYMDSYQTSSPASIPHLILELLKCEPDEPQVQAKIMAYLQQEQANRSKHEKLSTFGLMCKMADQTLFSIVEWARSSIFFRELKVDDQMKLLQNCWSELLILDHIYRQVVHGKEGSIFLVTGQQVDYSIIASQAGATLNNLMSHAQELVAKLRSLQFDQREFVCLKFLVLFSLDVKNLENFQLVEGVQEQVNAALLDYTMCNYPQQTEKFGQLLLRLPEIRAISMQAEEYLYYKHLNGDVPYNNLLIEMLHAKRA
TROY signal inh: blocks TROY-dependent signaling in reporter cells; Q293 LMP1-TROYcd NF-kB luciferase reporter, 4 h; inhibition, % at 10 µM; hit rate 0.98% among 360,000;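 active = compounds whose plate-normalised and pattern-corrected inhibition of the luciferase reporter signal at the single screening dose is 50% or more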
NR2F2 inh: inhibitors of human COUP-TFII (NR2F2) | P24468 | HEK293T NGFI-A luciferase reporter, luminescence | inhibition, % at 8.6 µM | hit rate 0.7% among 370,000;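 active = inhibition above a per-plate cutoff, mean inhibition of test wells between control levels plus 3 SD, cut at about 38% in these data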;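 note: cells cotransfected with COUP-TFII expression vector driving the NGFI-A reporter; 0% = median of COUP-TF2 test wells and 100% = reporter-only cells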
Target sequence (P24468 whole entry, looked up): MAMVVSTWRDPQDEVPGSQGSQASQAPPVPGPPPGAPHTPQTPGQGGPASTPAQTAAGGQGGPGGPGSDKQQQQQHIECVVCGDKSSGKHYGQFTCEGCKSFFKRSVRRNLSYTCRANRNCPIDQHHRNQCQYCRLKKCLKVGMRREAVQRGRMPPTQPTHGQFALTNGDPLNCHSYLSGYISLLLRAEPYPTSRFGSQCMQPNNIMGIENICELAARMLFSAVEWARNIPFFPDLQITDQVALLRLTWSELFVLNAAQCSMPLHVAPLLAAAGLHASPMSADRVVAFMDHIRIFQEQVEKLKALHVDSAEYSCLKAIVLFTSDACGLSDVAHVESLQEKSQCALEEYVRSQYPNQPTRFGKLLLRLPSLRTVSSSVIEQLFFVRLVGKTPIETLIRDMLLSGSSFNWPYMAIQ
CF NFkB inh: inhibitors of cystic fibrosis induced NF-kB | inhibition, % at 5 µM | KKLEB NF-kB-GFP reporter, PAF-induced, GFP fluorescence overnight | hit rate 0.86% among 360,000;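 active = at least 50% inhibition at 5 µM, scaled per plate between neutral and stimulator controls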;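 note: PAF is a Pseudomonas aeruginosa culture filtrate used as stimulus; plate controls were PAF-stimulated DMSO wells for no effect and unstimulated DMSO wells for full effect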
The depositor's hits bear a star; . = no result given.

SMILES | C8 TRAIL sens | SRC3 inh | TWEAK Fn14 block | EBV LMP1 NFkB | KKLEB cytotox | SRC2 inh | NCOA1 inh | NR5A2 inv ag | TROY signal inh | NR2F2 inh | CF NFkB inh
O=C(Nc1cc(S(=O)(=O)N2CCOCC2)ccc1Cl)C1CCC1 | -6 | 3 | 9 | 8 | -6 | -8 | -6 | 0 | 1 | -9 | 5
CCOC(=O)c1c(C2COc3ccccc3O2)csc1NC(=O)c1ccco1 (centres undefined) | 7 | 9 | 7 | 4 | -14 | 6 | 11 | -3 | 19 | 4 | 10
CCC(C)[C@H](N)c1cn([C@@H](CCCCN)C(=O)N2CCNCC2)nn1 (some centres undefined) | -4 | -3 | 7 | 1 | 10 | 2 | -1 | -5 | 13 | -5 | -22
COc1ccc(CN2C(=O)CCC2(C)c2nnnn2-c2c(C)cccc2C)cc1OC (centres undefined) | 3 | . | -14 | . | . | -14 | . | -7 | -7 | 2 | .
CCn1c(=O)c2cc(C(=O)Nc3ccc(OC)cc3OC)sc2c2ccccc21 | 14 | 11 | -25 | -29 | 14 | 7 | -1 | -11 | -3 | 12 | -16
CSCC[C@H](NC(=O)COc1cc2c(c3oc(=O)c(C)c(C)c13)CCC(C)(C)O2)C(=O)O | -26 | 9 | -5 | -4 | 1 | -1 | -8 | -2 | -5 | -11 | -7
CN(C(=O)COC(=O)c1cccc(S(=O)(=O)N2CCCCCC2)c1)c1ccccc1 | -6 | 4 | 26 | -3 | -1 | 4 | -15 | 7 | -6 | 9 | -22
CCOc1cc(/C=N/N=C2/NC(=O)C(CC(=O)O)S2)ccc1OCc1ccccc1Cl (centres undefined) | 23 | 5 | -71 | 8 | -6 | 11 | 1 | -14 | -7 | 17 | 5
O=C1CC(c2cccs2)CC(O)=C1C=NCCN1CCNCC1 (centres undefined) | -5 | -4 | -3 | -11 | -1 | -11 | -3 | -12 | 25 | -6 | -20
CCCN(C(=O)COC(=O)CCC(=O)c1ccccc1)c1c(N)n(Cc2ccccc2)c(=O)[nH]c1=O | -14 | 0 | -9 | -2 | -27 | -32 | 1 | 15 | 14 | -17 | 18
CCN1CCN(S(=O)(=O)c2ccc(OC)c(NC(=O)c3ccccc3F)c2)CC1 | -7 | 6 | 4 | -6 | 15 | -29 | -12 | -1 | -3 | 9 | -16
CN(C)CCn1c2c(c(SCC(=O)Nc3cccc4ccccc34)nc1=O)CCC2 | -10 | 0 | -7 | -2 | -8 | 19 | 1 | 1 | 18 | 11 | 8
CC(C)(O)C#Cc1ccc(C(=O)Nc2ccc3c(c2)OCO3)s1 | -6 | -39 | -37 | -40 | 10 | -64 | -63 | -89 | -65 | -26 | -24
COc1ccc(C(C)(O)c2nc(-c3ccc(F)c(Cl)c3)cs2)cc1 (centres undefined) | 8 | -20 | 30 | . | -12 | 9 | 14 | 12 | 5 | -3 | 22
CCc1ccccc1C1C(=O)c2ccccc2C1=O | 48* | 22 | -22 | 9 | 0 | 2 | 17 | 3 | -19 | 4 | -12
O=C(CCNC(=O)C1CCN(S(=O)(=O)c2ccc(F)cc2)CC1)Nc1nccs1 | 5 | 18 | 19 | 1 | 4 | 20 | 15 | -9 | -4 | -1 | -10
CN1CCN(c2ccc(C(=O)c3ccccc3)cc2[N+](=O)[O-])CC1 | 10 | -2 | -25 | 4 | 9 | -14 | -6 | -7 | -39 | 4 | -12
CCOC(=O)CNC(=O)C(CO)NC(=O)OCc1ccccc1 (centres undefined) | 5 | -16 | -7 | -2 | 6 | 1 | 9 | -28 | 0 | 7 | 8
COc1ccc(CC(O)CO)cc1OCc1ccccc1 (centres undefined) | -6 | -9 | -4 | -1 | 0 | -16 | 3 | 4 | 9 | -4 | 3
CCOC(=O)c1c(NC(=O)COC(=O)c2ccc(Cl)nc2)sc(C(=O)N(C)C)c1C | -10 | 8 | -28 | -3 | -16 | 5 | -14 | -7 | 18 | 14 | 10
CCOC(=O)C1=C(C)N=C2SCCC(=O)N2C1c1cccs1 (centres undefined) | -1 | 13 | 12 | -4 | 0 | 10 | -10 | 8 | -10 | 17 | 5
CCC(CC)NC(=O)Cn1c(C(C)NC(C)=O)nc2ccccc21 (centres undefined) | 1 | 2 | -1 | -13 | -1 | 3 | -5 | -11 | -13 | -4 | -13
COc1ccc(-c2nc(CS(=O)CC(=O)NCc3ccccc3)c(C)o2)cc1OC (centres undefined) | -4 | 7 | -9 | 0 | 4 | 2 | -18 | 5 | 11 | 16 | -18
COc1ccc(OC)c(C(c2c(C)[nH][nH]c2=O)c2c(C)[nH][nH]c2=O)c1 | -1 | 2 | -6 | -20 | -2 | -8 | 22 | 13 | 6 | 17 | -13
COc1ccc(NC(=S)N/C(=N/S(=O)(=O)c2ccc(C)cc2)c2ccccc2)cc1 | 0 | -20 | -34 | -20 | -4 | -70 | -40 | -35 | -57 | -39 | 7

Four structures already listed, arranged by count of non-hydrogen atoms, highest first:
SMILES | C8 TRAIL sens | SRC3 inh | TWEAK Fn14 block | EBV LMP1 NFkB | KKLEB cytotox | SRC2 inh | NCOA1 inh | NR5A2 inv ag | TROY signal inh | NR2F2 inh | CF NFkB inh
COc1ccc(-c2nc(CS(=O)CC(=O)NCc3ccccc3)c(C)o2)cc1OC (centres undefined) | -4 | 7 | -9 | 0 | 4 | 2 | -18 | 5 | 11 | 16 | -18
O=C(CCNC(=O)C1CCN(S(=O)(=O)c2ccc(F)cc2)CC1)Nc1nccs1 | 5 | 18 | 19 | 1 | 4 | 20 | 15 | -9 | -4 | -1 | -10
CCOC(=O)c1c(C2COc3ccccc3O2)csc1NC(=O)c1ccco1 (centres undefined) | 7 | 9 | 7 | 4 | -14 | 6 | 11 | -3 | 19 | 4 | 10
O=C1CC(c2cccs2)CC(O)=C1C=NCCN1CCNCC1 (centres undefined) | -5 | -4 | -3 | -11 | -1 | -11 | -3 | -12 | 25 | -6 | -20

Following part:
SMILES | C8 TRAIL sens | SRC3 inh | TWEAK Fn14 block | EBV LMP1 NFkB | KKLEB cytotox | SRC2 inh | NCOA1 inh | NR5A2 inv ag | TROY signal inh | NR2F2 inh | CF NFkB inh
CCN(CC)c1ccc(S(=O)(=O)Nc2cc(Cl)ccc2Cl)cc1NC(=S)NC(=O)C1CCCC1 | 1 | 7 | 42 | 8 | 6 | 11 | 5 | -4 | 23 | 14 | 20
CC(C)/C=N/Nc1nc2c(c(=O)n(C)c(=O)n2C)n1C | -19 | -9 | -5 | -2 | -2 | -23 | 2 | 7 | -3 | 2 | 19
CCCNC(=O)C1(C)CCN(Cc2cc(C(F)(F)F)ccc2Cl)C1 (centres undefined) | 10 | -2 | -1 | . | 18 | 2 | -5 | 4 | 9 | -8 | -13
CC1(C)SC2C(NC(=O)C3(N)CCCCC3)C(=O)N2C1C(=O)O (centres undefined) | -5 | -2 | -19 | 4 | 3 | 11 | -2 | 8 | -5 | -1 | -7
C/C(=N\NC(=O)c1nn(C)cc1Br)c1ccncc1 | 5 | -26 | 33 | -4 | 0 | -26 | -37 | -137 | -59 | -25 | 1
Cc1c(NC(=S)NC(=O)C2CCCCC2)c(=O)n(-c2ccccc2)n1C | -8 | 16 | 5 | 1 | 6 | 10 | -21 | 10 | 10 | -14 | 4
Oc1ccc(Cl)cc1CNc1nccs1 | 1 | -2 | -6 | 1 | 1 | -29 | -13 | -16 | 7 | 25 | 0
O=S(=O)(CC(CN1CCCCC1)N1CCCCC1)c1ccccc1 (centres undefined) | 5 | 21 | 17 | 25 | -16 | 16 | 14 | -8 | 32 | -1 | 50
COc1cc(NC(=O)COc2ccc3c(C)cc(=O)oc3c2C)cc(OC)c1OC | 4 | 8 | -33 | 10 | -9 | -37 | 7 | 5 | 10 | -11 | 26
Cc1cnc(C)c(Nc2nc(C(N)Cc3ccc(C(F)(F)F)cc3)cs2)n1 (centres undefined) | 26 | 4 | -13 | . | -12 | -31 | -11 | -10 | 0 | -14 | 16
COc1ccc(S(=O)(=O)N2CCN(c3ccccc3OC)CC2)cc1OC | 3 | 27 | 17 | -4 | 4 | 22 | 1 | 6 | -10 | -1 | -7
COc1ccc(C(=O)N/N=C\c2coc3ccc(C)cc3c2=O)cc1 | -7 | 16 | 54* | -1 | 1 | 13 | 6 | 3 | 18 | 2 | 37
CCN(CC)c1c(C)nc2ccc(C(=O)Nc3cc(-c4ccccc4)ccc3OC)cn12 | 24 | -38 | 10 | . | -9 | -3 | -4 | 4 | -11 | 2 | 2
CCc1ccc(C(O)c2ncc(-c3ccccc3OC)[nH]2)cc1 (centres undefined) | -11 | -17 | -1 | . | 6 | 7 | -11 | -9 | 7 | 5 | -44
COc1ccc(NC(=O)C2Cc3c(-c4ccc5c(c4)OCO5)ccnc3O2)cc1OC (centres undefined) | 20 | 24 | 42 | . | -9 | 14 | 30 | 53 | 35 | 66* | -8
COc1ccccc1NC(=O)N(C)C[C@H]1OCc2cnnn2CCCC(=O)N([C@H](C)CO)C[C@@H]1C | 17 | -14 | 10 | -3 | 4 | 6 | 7 | 2 | 4 | 15 | -14
O=C(NC(=S)NCCC1=CCCCC1)c1ccco1 | -16 | -10 | -23 | -15 | 0 | -36 | -23 | -4 | -31 | -16 | -5
CC1CCCCN1Cc1c(O)ccc2c(=O)c(-c3ccc(Br)cc3)coc12 (centres undefined) | 20 | -8 | 17 | 5 | 8 | -1 | -5 | 10 | -13 | -5 | -6
COC(=O)c1ccc(NC(=O)C2CCCN(S(C)(=O)=O)C2)cc1 (centres undefined) | -1 | -3 | 9 | 10 | 3 | 7 | -2 | -2 | -8 | -1 | 2
C/C(O)=C\c1nc(=O)c2c(C)cc(C)nc2n1-c1ccccc1 | 12 | 7 | -26 | -1 | 10 | -25 | 2 | 11 | 5 | -4 | -2
O=S1(=O)c2c(F)cccc2O[C@@H](COCc2ccccc2)CN1CCc1ccc(F)cc1 | 6 | -4 | 8 | -2 | 8 | -2 | 7 | -3 | 2 | 11 | 7
CN(C)c1nc(Cl)nc(NCCOc2ccccc2)n1 | -17 | 6 | -16 | -5 | 8 | -14 | 4 | -15 | -44 | 4 | -10
CN(CC(=O)Nc1ccc(OC(F)(F)F)cc1)C(=O)Cn1c(=O)cnc2ccccc21 | 4 | 1 | 4 | 2 | -1 | 8 | -39 | 11 | 4 | 8 | -27
CC(NC(=O)c1cc(COc2c(F)cccc2F)on1)c1cnn(-c2ccccc2)c1 (centres undefined) | -2 | -29 | -21 | -37 | -6 | -49 | -35 | -79 | -29 | -7 | 1
O=c1c2ccccc2cnn1Cc1n[nH]c(=S)n1-c1ccc(F)c(Cl)c1 | -7 | -2 | 4 | -2 | 8 | 5 | -1 | -7 | 8 | -19 | -6
O=c1cc(CNC2CCCCC2)c2ccccc2[nH]1 | -15 | 6 | 14 | -2 | 5 | 2 | -28 | -4 | 2 | 4 | 0
O=S(=O)(c1ccc(Cl)cc1)N1CCC(O)(CN2CCN(Cc3ccccc3)CC2)CC1 | 22 | 20 | 3 | 2 | 10 | -17 | 11 | 15 | 3 | 21 | 3
O=C(c1cccs1)N1CCN(Cc2nc3ccccc3c(=O)[nH]2)CC1 | 4 | 19 | 5 | 11 | 4 | -21 | -11 | 2 | 7 | 0 | -3
CC(C)CNC(=O)c1ccccc1NC(=O)c1ccc(CN2CCOCC2)cc1 | -2 | -20 | -11 | -4 | -4 | 20 | 5 | -16 | 8 | -4 | 1
C/C(CC(O)(/C=N/O)c1ccccc1)=N\O (centres undefined) | -11 | 21 | 2 | -2 | -7 | 4 | 1 | 14 | -2 | 4 | 6

Hits appear at their usual frequency. Share with any hit: about 4.2%.
